Rin1 Abl inh = human Rin1-Abl interaction inhibition. 360,000 tested, 0.4% active. TR-FRET Rin1/Abl binding, biochemical. inhibition, % at 7.35 µM. AID 588664. P00519+Q13671; in the data active = inhibition above about 5%, passing the limit was not always enough
E coli Lon inh = inhibitors of E. coli Lon protease; 360,000 tested, 0.42% active; purified E. coli Lon protease, fluorescence polarization; P0A9M0; inhibition, % at 7.94 µM; in the data active = inhibition above about 13%, passing the limit was not always enough;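 also: 0% = enzyme with probe and DMSO and 100% = no enzyme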
Target sequence (P0A9M0 whole entry, looked up): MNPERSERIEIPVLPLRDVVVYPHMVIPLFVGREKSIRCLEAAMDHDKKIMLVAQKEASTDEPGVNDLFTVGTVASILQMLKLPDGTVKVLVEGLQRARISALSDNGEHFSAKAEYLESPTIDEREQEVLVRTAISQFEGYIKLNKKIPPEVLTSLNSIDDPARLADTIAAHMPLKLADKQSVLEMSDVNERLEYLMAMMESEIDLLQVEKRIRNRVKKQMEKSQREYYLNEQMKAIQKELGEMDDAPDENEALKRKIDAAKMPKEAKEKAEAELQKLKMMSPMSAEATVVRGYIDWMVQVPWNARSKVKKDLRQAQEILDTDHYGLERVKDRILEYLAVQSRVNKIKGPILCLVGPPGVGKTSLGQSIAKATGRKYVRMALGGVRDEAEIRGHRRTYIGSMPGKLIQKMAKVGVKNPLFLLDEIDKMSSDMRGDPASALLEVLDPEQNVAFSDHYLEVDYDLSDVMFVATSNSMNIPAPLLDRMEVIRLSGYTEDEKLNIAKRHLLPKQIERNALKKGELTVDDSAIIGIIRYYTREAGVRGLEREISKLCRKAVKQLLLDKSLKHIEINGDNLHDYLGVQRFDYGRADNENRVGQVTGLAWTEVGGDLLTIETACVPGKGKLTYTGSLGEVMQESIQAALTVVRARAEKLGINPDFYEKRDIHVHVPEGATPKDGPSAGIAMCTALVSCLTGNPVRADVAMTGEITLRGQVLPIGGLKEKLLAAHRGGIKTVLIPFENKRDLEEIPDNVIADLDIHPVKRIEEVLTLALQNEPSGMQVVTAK
MsrA inh = inhibits bovine methionine sulfoxide reductase A; inhibition, % at 15.5 µM; 360,000 tested, 0.75% active; purified bovine MsrA, absorbance read-out; in the data active = inhibition above about 4.5%;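 also: 0% = vehicle wells with enzyme and 100% = reference inhibitor wells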
PABP1 MLLE inh = inhibitors of microRNA-mediated deadenylation, human PABP1 MLLE binding. GST-MLLE / FITC-PAM2 fluorescence polarization. inhibition, % at 20 µM. P11940. 360,000 tested, 0.36% active. AID 588489; in the data active = inhibition above about 35%, passing the limit was not always enough;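 also: plate controls were DMSO wells with GST-MLLE for no effect and wells lacking GST-MLLE protein for full effect; some results filed as inactive read as strong as hits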
CSN inh = inhibitors of human CSN-mediated cullin deneddylation; Q92905; Purified CSN, SCF-Nedd8-OG deneddylation, fluorescence polarization; inhibition, % at 12.5 µM; 360,000 tested, 0.38% active; AID 651999;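 active = pattern-corrected inhibition above about 35%, with an unprinted fluorescence ratio check between 0.5 and 1.5, limit read from the data, passing the limit was not always enough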;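 also: 0% = enzyme with substrate and 100% = substrate without enzyme; some results filed as inactive read as strong as hits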
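Schedule: reaction 90 min, room temperature / Assay system: HEK293T-derived human Csn5 enzyme / Input: Csn5 at 0.24 nM final / Measure: inhibition of Csn5 cleavage, % / Control set: substrate-only high control, full reaction low control / Technique: fluorescence polarization of the substrate / Buffer or medium: Tris/NaCl/DTT buffer, pH 7.5 / Reagent: SCFSkp2-Nedd8OG substrate at 10 nM final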
MsrA act = activates bovine MsrA enzyme | activation, % at 10.6 µM | AID 602163 | 360,000 tested, 0.3% active | purified bovine MsrA, absorbance read-out; in the data active = activation above about 7.5%;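 also: 0% = vehicle and 100% = reference activator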
Neddylation inh = blocks human cullin neddylation; P61081+Q13564; TR-FRET cullin neddylation, biochemical; calls only at 25 µM; 360,000 tested, 0.58% active; AID 651699; in the data active = inhibition above about 36%
FAS-TE inh = FAS thioesterase (human) inhibition. inhibition, % at 15 µM. 360,000 tested, 0.67% active. recombinant FAS-TE, OMFH fluorogenic substrate, fluorescence endpoint. P49327;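 active = compounds whose normalised, plate-corrected inhibition of enzyme fluorescence in the single-dose primary screen is 50% or more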;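 also: 0% = DMSO with enzyme and 100% = substrate without enzyme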
Tb MetRS inh = Trypanosoma brucei MetRS inhibition; purified T. brucei MetRS, ATP depletion, Kinase-Glo luminescence; inhibition, % at 11.9 µM; 360,000 tested, 0.4% active;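 active = inhibition above a per-plate cutoff of the control wells' mean inhibition plus 3 SD, cut at about 5.5% in these data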;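 also: 0% = DMSO wells median and 100% = median of wells with control inhibitor compound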
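Material: T. brucei methionyl-tRNA synthetase, purified; reagent: substrates ATP, L-methionine and bulk Escherichia coli tRNA; dosing: 11.9 µM single point; timing: 15 min plus 2 h at 25 °C; detection: luminescence of leftover ATP; evaluation: % inhibition; control set: DMSO-only wells as low control; replicates: singlicate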
* = called active by the depositor; i = inactive; / = not tested or not shown; + = active, no number.

No.	compound	Rin1 Abl inh	E coli Lon inh	MsrA inh	PABP1 MLLE inh	CSN inh	MsrA act	Neddylation inh	FAS-TE inh	Tb MetRS inh
1	CCCCC(CC)CNC(=O)CCCCn1c(=O)[nH]c2ccsc2c1=O (stereo not drawn)	1	7	-1.2	8	2	-2	i	0	-0.4
2	COc1cc(C(=O)O/N=C2/C=CC(=O)C(C)=C2C)cc(OC)c1OC	1	-4	2.2	15	7	-2	i	10	-0.7
3	Cc1ccc(-c2nc(N)sc2CC(=O)OCC(=O)NCCC(C)C)cc1	2	-10	0.4	0	-2	-9	i	-3	-1.4
4	Cc1[nH]c2ccccc2c1/C=N/Nc1nc2ccccc2[nH]1	0	5	2.6	-84	-3	-6	+	-11	8.3*
5	C=CCSc1nnc(Cc2cc(=O)[nH]c(=O)[nH]2)n1-c1cc(C)ccc1C	-2	-3	0.3	10	1	-4	i	-8	-0.4
6	O=C1CCN(CCc2ccccc2)CCN1[C@H](COc1ccccc1)c1ccccc1	2	-4	-0.5	-8	2	-1	i	20	-0.4
7	CCc1cc(C(=O)Nc2ccc(C)cc2Br)cs1	1	2	0.1	0	-2	-7	i	4	-1.0
8	CC(C)(C)NC(=O)CSc1nncn1NCc1c(Cl)cccc1Cl	-1	6	0.8	-4	0	2	i	-5	-0.3
9	CCc1ccccc1NC(=O)CN(C)C(=O)COC(=O)c1ccco1	6	-5	0.6	19	4	-2	i	-7	-0.1
10	Cc1cccc(OCC(=O)Nc2ccc(C(=O)c3ccc(C(=O)O)cc3)cc2)c1	2	-2	-0.3	9	0	-4	i	-5	-0.2
11	COCc1nc(-c2ccc(-c3ccc(C)cc3)nc2OC)no1	-1	-5	0.3	-20	2	-3	i	17	-1.0
12	Cc1nc2ccccc2cc1C(=O)NCc1ccco1	2	0	-0.1	-5	-1	-11	i	-5	-1.1
13	CCCc1nc2scc(-c3ccc(C)cc3)c2c(=O)n1N	-1	-1	-0.3	1	-3	-3	i	-2	-0.1
14	Cc1ccc(-n2c(SCC(=O)Nc3ccc(C(=O)O)cc3)nnc2-c2ccncc2)cc1	-3	-8	0.9	9	-2	-2	i	-7	-0.2
15	Nc1cccc(O)c1	3	16	0.3	4	2	-7	i	-5	-0.7
16	O=c1c2c(nc3nc(NCc4cccc5ccccc45)[nH]n13)CCC2	0	-5	1.1	2	-4	-8	i	0	-0.4
17	Cc1ccc(NC(=O)Cc2ccccc2)cc1S(=O)(=O)N1CCOCC1	3	4	1.0	2	-2	-2	i	-2	-0.3
18	CCC(=O)c1c[nH]c(C(=O)NCc2ccccc2OC)c1	0	-2	-1.0	5	-3	0	i	-6	0.6
19	COC(=O)Nc1nc2ccc(C(=O)c3cccs3)cc2[nH]1	-3	-4	2.1	-3	-3	4	i	-3	-0.5
20	O=C(COC(=O)c1cccc2ccccc12)NCC1CCCO1 (stereo not drawn)	-3	-7	-0.6	2	-4	-9	i	-12	-1.0
21	O=C(O)Cc1ccc2c(c1)Cc1cccnc1O2	2	-9	-1.2	4	4	-3	i	-7	-0.1
22	Cc1ccc(OCC(O)CN2CCN(c3ccc(C)cc3)CC2)cc1 (stereo not drawn)	1	1	-0.7	8	2	-1	i	0	-0.4
23	CCCOc1ccc(-c2cn3ccccc3n2)cc1	6	0	-0.1	-4	4	-16	i	-3	-2.4
24	CCn1c(Cc2ccccc2)nnc1SCC(=O)Nc1ccccc1N1CCOCC1	1	1	0.0	3	3	-1	i	-3	0.4
25	COc1ccc(C(=O)NC(CCSC)C(=O)NCc2nnc3ccccn23)cc1 (stereo not drawn)	3	4	-0.1	15	2	-2	i	-6	-0.2
26	CC1=C(C(=O)N(C)C)CC(CC(=O)NCc2ccco2)C(=O)N1Cc1ccccc1 (stereo not drawn)	0	-1	0.2	1	2	-8	i	-6	-1.2
27	Cc1cc(Sc2nnc(N)s2)c2ccccc2n1	1	-5	-0.6	25	-2	-3	i	2	-0.5
28	COc1cc(/C=C2\SC(c3ccc(C)cc3)=NC2=O)ccc1O	4	-62	0.7	-108	72*	-5	i	-13	-1.1
29	Cc1nc2ccccc2n1C(=O)c1ccc(Cl)cc1[N+](=O)[O-]	-2	-4	0.2	0	1	3	i	-11	-0.5
30	CCOC(=O)C1CCCN(Cc2cc(Br)ccc2OC)C1 (stereo not drawn)	-1	1	0.2	8	0	-5	i	-3	-0.3
31	O=S(=O)(N1CCCCC1)N1CCN(c2ccc(F)cc2)CC1	2	5	-0.7	6	-2	-3	i	2	-0.6
32	Cc1c(C(=O)N2CCN(c3ccc([N+](=O)[O-])cc3)CC2)oc2ccccc12	-1	-3	2.5	3	-5	-6	i	31	0.2
33	O=C(Nc1nnc([C@@H]2C[C@H](O)[C@@H](CO)O2)s1)NC1CCCCC1	-3	-7	-0.9	3	-2	-5	i	-14	0.1
34	COCCNC(=S)Nc1cc(OC)c(OC)cc1C#N	-2	-8	1.9	-94	-2	-4	i	-8	0.0
35	Cc1nnc(SCc2ccccc2)n1N	-3	10	-0.1	-1	3	-3	i	-6	-1.0
36	COc1ccc(NC(=O)CCCCCn2nnc3ccccc3c2=O)cc1OC	2	4	0.3	-5	-5	-4	i	-7	-0.6
37	COCCN(C(=O)CCC(=O)Nc1cc(C)on1)C(C(=O)NC1CCCC1)c1ccc(C(C)C)cc1 (stereo not drawn)	2	-2	-0.3	-3	-3	1	i	5	0.5
38	O=C(COC(=O)Cc1ccsc1)NCc1ccccc1	-4	-5	-0.2	8	-1	-2	i	-8	-0.4
39	COc1ccc(S(=O)(=O)Cc2ccc(C(=O)NCc3ccc(C)cc3)o2)cc1	3	-9	-1.0	-1	0	-3	i	2	-0.3
40	CN(C)/C=N/c1cc(=O)n(C)c(=O)n1Cc1ccccc1	-2	2	-0.7	1	-1	-2	i	-5	-0.2
41	C[C@@H]1Cc2[nH][nH]c(=O)c2[C@H](c2ccc(Cl)cc2)O1	/	-2	0.3	/	3	-3	i	-4	0.1
42	Cc1cc2c(Nc3ccccc3O)ncnc2s1	-2	1	-0.5	-1	0	-1	i	-8	0.9
43	CC1CCCC(NC(=O)c2ccc3snnc3c2)C1C (stereo not drawn)	4	0	1.1	6	-1	-4	i	4	-0.5
44	Cc1cccc(NC(=O)CCNS(=O)(=O)c2ccc(Cl)cc2)c1	1	-1	-1.0	19	2	-2	i	-3	4.3
45	CCS(=O)(=O)Nc1ccc(C(=O)NCCSc2ccccc2)cc1	-1	-3	0.2	6	-2	-1	i	-2	0.4
46	CCN(Cc1ccncc1)C(=S)Nc1c(C)cccc1C	-2	3	-0.3	2	2	-3	i	-10	0.1
47	Cc1ccc(N2C(=O)[C@@H]3C(c4cccnc4)=NO[C@@H]3C2=O)cc1	0	-3	-0.2	7	-7	-1	i	-4	-0.3
48	COc1ccc(C(=O)COC(=O)C(CCCCN2C(=O)C3C4C=CC(C4)C3C2=O)N2C(=O)C3C4C=CC(C4)C3C2=O)cc1 (stereo not drawn)	-4	-4	1.0	-7	3	0	i	22	-0.7
49	O=C(NN=C(Cc1ccccc1)Cc1ccccc1)c1ccccc1F	2	-9	0.6	2	3	-5	i	15	-0.9
50	Cc1ccc(-n2c(SCC(=O)N(C)C3CCS(=O)(=O)C3)nc3ccccc3c2=O)cc1 (stereo not drawn)	2	6	0.7	-16	-2	-3	i	3	0.2
51	COc1ccc(-c2coc3cc(OC)cc(OC)c3c2=O)cc1	0	-4	-0.7	0	4	-4	i	0	-1.3
52	CCOC(=O)/C(=N\Nc1ccccc1)P(=O)(c1ccccc1)c1ccccc1	-3	11	2.1	-12	-5	-11	i	4	-0.7
53	NC(=O)c1ccc(Oc2ccc(Cl)c3ccccc23)c([N+](=O)[O-])c1	-1	-3	1.8	8	-5	-4	i	11	-0.9
54	CCCCNC(=O)c1onc(CSc2ccc(C)c(C)c2)c1C(=O)O	-1	10	0.1	5	-3	-1	i	-6	-0.3
55	CCOc1ccc(S(=O)(=O)N2CCN(CC(O)COc3cccc([N+](=O)[O-])c3)CC2)cc1 (stereo not drawn)	-2	-4	-0.8	8	-2	-9	i	19	-0.3
56	O=C(C1CCCCC1)N1C[C@@H](n2cc(-c3ccc(F)cc3)nn2)[C@H](O)C[C@@H]1c1ccc(Cl)cc1	-2	4	-0.8	2	5	-3	i	24	-1.3
57	CCCCNC(=O)N1CCN(c2ncccn2)CC1	1	-9	-0.9	-5	-6	-2	i	-7	-0.4
58	CCOc1ccc(C(=O)CCC(=O)Nc2cccc(S(=O)(=O)N3CCCCC3)c2)cc1	4	-7	-0.1	1	-1	2	i	25	0.3
59	Cc1cc(C)cc(N(C(=O)c2ccc3c(c2)OCO3)C2C=CS(=O)(=O)C2)c1 (stereo not drawn)	-2	-8	0.3	-6	4	-3	i	0	-0.2
60	CCNc1nc2nc3ccc(C)cn3c(=O)c2cc1C(=O)NCC1CCCO1 (stereo not drawn)	-3	-7	1.6	5	-3	-3	i	-9	-0.6

Sorted by the number under CSN inh (high to low): 4 from the list above
item	mol	CSN inh
51	COc1ccc(-c2coc3cc(OC)cc(OC)c3c2=O)cc1	4
48	COc1ccc(C(=O)COC(=O)C(CCCCN2C(=O)C3C4C=CC(C4)C3C2=O)N2C(=O)C3C4C=CC(C4)C3C2=O)cc1 (stereo not drawn)	3
54	CCCCNC(=O)c1onc(CSc2ccc(C)c(C)c2)c1C(=O)O	-3
52	CCOC(=O)/C(=N\Nc1ccccc1)P(=O)(c1ccccc1)c1ccccc1	-5

Next part.
No.	compound	Rin1 Abl inh	E coli Lon inh	MsrA inh	PABP1 MLLE inh	CSN inh	MsrA act	Neddylation inh	FAS-TE inh	Tb MetRS inh
61	COCc1nnc(NC(=O)c2cc(OC)c(OC)cc2[N+](=O)[O-])s1	2	-4	0.8	3	2	-3	i	-10	-0.5
62	CCCCCCC1CCC(C(=O)N2CCOCC2)CC1 (stereo not drawn)	3	4	-1.0	4	4	-8	i	5	-0.6
63	COC(=O)CSc1nnc(CCc2nc3ccccc3[nH]2)n1C	1	5	1.1	10	1	6	i	-4	0.1
64	COc1ccc(NC(=O)CN(C)C(=O)CNC(=O)c2sc3ccccc3c2Cl)cc1	-5	4	1.0	-6	-3	-1	i	2	0.7
65	Cc1ccccc1CNC(=O)c1csc([C@H]2C[C@H](O)[C@@H](CO)O2)n1	-1	1	-0.5	7	3	-3	i	-5	0.1
66	COCCNC(=O)C(c1ccc(Cl)cc1)N(C(=O)Cn1nnc2ccccc21)c1cccnc1 (stereo not drawn)	-1	12	/	-1	-4	-2	i	-2	0.2
67	CC(C)(C)C1CCC(OC(=O)CCC(=O)Nc2ccccc2)CC1 (stereo not drawn)	1	-4	-0.8	-2	-6	4	i	35	0.6
68	O=C(c1cc2cc(F)ccc2[nH]1)N1CCN(c2cccc(Cl)c2)CC1	-2	6	-0.5	0	-1	0	i	17	0.3
69	Cc1ccc(NC(=O)c2nc[nH]c2C(=O)NCC(=O)OC(C)(C)C)cc1	2	2	0.5	-11	-1	-2	i	-7	-0.3
70	O=C(Cn1cnc2c(nnn2Cc2ccc(F)cc2)c1=O)OCc1ccccc1	-1	-4	-0.7	-18	-1	-7	i	0	-0.5
71	CC1(C)Cc2c(c(-c3ccco3)nc3sc4c(NCCCO)ncnc4c23)CO1	-4	2	0.4	6	7	-10	/	-1	-0.9

Screens: PubChem BioAssay, several laboratories
